Salmonella PhoP GFP: PhoP-dependent GFP reporter repression – Salmonella Typhimurium, primary screen (AID 1863); inhibition, % at 50 µM; hits with a dose series show IC50 in µM; 300,000 compounds, 0.16% hits; S. Typhimurium PhoP-regulated promoter GFP reporter, 4 h; higher % means a stronger effect;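 active = inhibition over 29.93%, a cutoff 3 SD above the screen mean, later confirmed by dose response; inconclusive = inhibition over 29.93% but no dose response follow-up; inactive = inhibition at most 29.93% or unconfirmed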;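 note: 0% = low Mg2+ inducing control and 100% = high Mg2+ repressing control; strong numbers were not always called active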
Dengue-2 NS5 capping: Dengue-2 NS5 methyltransferase inhibitors, primary screen, biochemical, confirmation dose response (AID 588689); Dengue-2 NS5 methyltransferase capping enzyme assay, biochemical; higher % means a stronger effect; one-dose inhibition, % at 25 µM; IC50 in µM for titrated hits; 340,000 compounds, 0.3% hits; in the data active = a potency from the dose series; inconclusive = inhibition above about 29% without an active follow-up result
GPR35 arrestin U2OS: inhibition of zaprinast-stimulated GPR35 beta-arrestin translocation – imaging, U2OS, beta-arrestin-GFP, zaprinast agonist, primary screen (AID 2058); 290,000 compounds, 0.052% hits; one-dose inhibition, % at 10 µM; IC50 in µM for titrated hits; U2OS GPR35 beta-arrestin-GFP translocation imaging, zaprinast antagonism; higher % means a stronger effect;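 active = inhibition of at least 50% with at least 30 cells and total cytoplasm GFP at most 10,000,000; inconclusive = under 30 cells or total GFP of 10,000,000 plus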
RSV CPE inhibition: RSV antiviral activity via CPE protection, HEp-2 cells, primary 10 µM value included (AID 2391); HEp-2 cells, RSV-induced CPE inhibition; higher % means a stronger effect; one-dose CPE inhibition, % at 10 µM; IC50 in µM for titrated hits; 310,000 compounds, 0.13% hits; in the data active = a potency from the dose series; inconclusive = CPE inhibition mostly from about 23% at the one dose, without a potency; inactive = the rest, 99 in 100 with CPE inhibition below about 21%; note: strong numbers were not always called active
LYP phosphatase: PTPN22 lymphoid phosphatase activity blockers – biochemical, fluorescence intensity, uHTS (AID 1779); recombinant LYP phosphatase, fluorescence intensity; higher % means a stronger effect; 290,000 compounds, 0.054% hits; one-dose inhibition, % at 11.5 µM; IC50 in µM for titrated hits; in the data active = inhibition above about 50%;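 note: plate controls were vehicle with enzyme for no effect and no enzyme for full effect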
Rac1 GTP hydrolysis: MgcRacGAP GTPase-activating activity inhibitors, confirmation, biochemical, ADP Hunter fluorescence; one-dose inhibition, % at 30 µM; IC50 in µM for titrated hits; 340,000 compounds, 0.6% hits; MgcRacGAP-stimulated Rac1 GTP hydrolysis, ADP Hunter fluorescence; higher % means a stronger effect; GST-tagged Rac1 F28L mutant substrate; AID 624330;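 active = first-screen hits whose inhibition reached a set limit at any dose in the follow-up dose series; inconclusive = inhibition above the set first-screen limit but never retested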;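 note: fluorescence reports GDP produced by GAP-driven GTP hydrolysis; strong numbers were not always called active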
SV40 large T antigen: SV40 large T antigen inhibitors, biochemical (AID 1903) | 310,000 compounds, 0.39% hits | inhibition, % at 20 µM, or IC50 in µM where a hit was titrated | SV40 large T antigen ATPase/helicase inhibition assay; higher % means a stronger effect; in the data active = a potency from the dose series; inconclusive = inhibition mostly from about 32% at the one dose, without a potency; inactive = the rest, 99 in 100 with inhibition below about 32%; note: strong numbers were not always called active
West Nile virus CPE: West Nile virus antiviral activity, cell-based, CPE readout (AID 1621); West Nile virus-infected cells, CPE inhibition; higher % means a stronger effect; CPE inhibition, % at 10 µM, or IC50 in µM where a hit was titrated; 290,000 compounds, 0.02% hits; in the data active = a potency from the dose series; inconclusive = CPE inhibition mostly from about 3.7% at the one dose, without a potency; inactive = the rest, 99 in 100 with CPE inhibition below about 2.2%; note: strong numbers were not always called active
CSM14.1 death rescue: rescue of cells from ER stress-induced death, primary screen, 384-well, CSM14.1, thapsigargin, ATP luminescence (AID 1222); 190,000 tested, under 10 active; CSM14.1 thapsigargin-induced death rescue, ATP luminescence; higher % means a stronger effect; cellular ATP content (survival), % at 20 µM, or EC50 in µM where a hit was titrated;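 active = EC50 below 50 µM in the dose-response confirmation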;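 note: death triggered by thapsigargin at about 15 µM added after 2 h compound pretreatment; cell ATP read after overnight thapsigargin exposure of roughly 18 to 22 hours; normalized against plate controls of thapsigargin alone and 5% DMSO vehicle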
Dengue-2 NS5 capping pilot replicate: further read-out of Dengue-2 NS5 capping, marked with its call; inhibition, %; measured here: pilot screen replicate inhibition
* marks the source's active call; other numbers are inactive results.

How did N#Cc1ncn(-c2ccc(Oc3ccccc3)cc2)c1N do in these assays?
Salmonella PhoP GFP: -7%; Dengue-2 NS5 capping: -9%; GPR35 arrestin U2OS: 5%; RSV CPE inhibition: 2.0%; LYP phosphatase: -5%; Rac1 GTP hydrolysis: 10%; SV40 large T antigen: 4%; West Nile virus CPE: -0.5%; CSM14.1 death rescue: 0.3%

Results for O=C(Nc1nnc(CCN2CCCCC2)s1)c1ccc(Br)cc1 ?
Salmonella PhoP GFP: -1%; Dengue-2 NS5 capping: -1%; GPR35 arrestin U2OS: -1%; RSV CPE inhibition: -3.2%; LYP phosphatase: -4%; Rac1 GTP hydrolysis: 3%; SV40 large T antigen: 11%; West Nile virus CPE: 0.1%; CSM14.1 death rescue: -2.2%

How did C#CCn1c(=NC(=O)CSC(C)=O)sc2cc(F)ccc21 do in these assays?
Salmonella PhoP GFP: 0%; Dengue-2 NS5 capping: -3%; GPR35 arrestin U2OS: -7%; RSV CPE inhibition: 0.4%; LYP phosphatase: -6%; Rac1 GTP hydrolysis: 7%; SV40 large T antigen: 0%; West Nile virus CPE: 0.0%; CSM14.1 death rescue: 0.2%

Results for Fc1ccc(Oc2ncccn2)c(F)c1 ?
Salmonella PhoP GFP: 26%; Dengue-2 NS5 capping: 3%; GPR35 arrestin U2OS: -7%; RSV CPE inhibition: 0.8%; LYP phosphatase: -9%; Rac1 GTP hydrolysis: 6%; SV40 large T antigen: 5%; West Nile virus CPE: 0.0%; CSM14.1 death rescue: -2.3%

Results for CC(CCc1ccco1)NC(=O)Cn1ncc2c(=O)oc3ccccc3c21 (centres undefined) ?
Salmonella PhoP GFP: -3%; Dengue-2 NS5 capping: -2%; GPR35 arrestin U2OS: 6%; RSV CPE inhibition: 0.8%; LYP phosphatase: 2%; Rac1 GTP hydrolysis: 2%; SV40 large T antigen: 2%; West Nile virus CPE: 0.1%; CSM14.1 death rescue: -1.4%

Results for O=C(Nc1nccs1)c1ccc(Br)c(S(=O)(=O)N2CCOCC2)c1 ?
Salmonella PhoP GFP: 8%; Dengue-2 NS5 capping: -2%; GPR35 arrestin U2OS: -4%; RSV CPE inhibition: 8.8%; LYP phosphatase: 0%; Rac1 GTP hydrolysis: 7%; SV40 large T antigen: 22%; West Nile virus CPE: -0.1%; CSM14.1 death rescue: -0.1%

How did COc1ccc(C(=O)NC2=NCCS2)cc1 do in these assays?
Salmonella PhoP GFP: -3%; Dengue-2 NS5 capping: -3%; GPR35 arrestin U2OS: 3%; RSV CPE inhibition: 1.5%; LYP phosphatase: -7%; Rac1 GTP hydrolysis: 7%; SV40 large T antigen: 10%; West Nile virus CPE: -0.1%

How did C=CCn1c(SCC(=O)N2CCOCC2)nnc1C(C)NC(=O)c1ccccc1 (centres undefined) do in these assays?
Salmonella PhoP GFP: -4%; Dengue-2 NS5 capping: -6%; GPR35 arrestin U2OS: 14%; RSV CPE inhibition: -0.1%; LYP phosphatase: -5%; Rac1 GTP hydrolysis: 7%; SV40 large T antigen: 3%; West Nile virus CPE: 0.0%

What do the screens show for `Cc1cn(C(=O)CN2C(=O)c3ccccc3C2=O)c(C)n1`?
Salmonella PhoP GFP: 9%; Dengue-2 NS5 capping: -2%; GPR35 arrestin U2OS: -2%; LYP phosphatase: -6%; Rac1 GTP hydrolysis: 5%; SV40 large T antigen: -3%; West Nile virus CPE: 0.4%; CSM14.1 death rescue: -2.1%

What do the screens show for `CC1(C)CC2CC(C)(CN2/C=C2/CCCCC2=O)C1` (centres undefined)?
Salmonella PhoP GFP: -5%; Dengue-2 NS5 capping: -2%; GPR35 arrestin U2OS: -9%; RSV CPE inhibition: -0.8%; LYP phosphatase: -6%; Rac1 GTP hydrolysis: -6%; SV40 large T antigen: 12%; West Nile virus CPE: -0.1%

How did COc1ccc(OC)c(-c2csc(NC(=O)Cc3ccccc3)n2)c1 do in these assays?
Salmonella PhoP GFP: 0%; Dengue-2 NS5 capping: 6%; GPR35 arrestin U2OS: -5%; RSV CPE inhibition: inconclusive; LYP phosphatase: 0%; Rac1 GTP hydrolysis: 1%; SV40 large T antigen: 10%; West Nile virus CPE: 0.1%

Results for COc1cccc(CN2CCN(Cc3ccc4c(c3)OCCO4)CC2CCO)c1 (centres undefined) ?
Salmonella PhoP GFP: -2%; Dengue-2 NS5 capping: 2%; GPR35 arrestin U2OS: 0%; RSV CPE inhibition: -2.1%; LYP phosphatase: -4%; Rac1 GTP hydrolysis: 6%; SV40 large T antigen: 2%; West Nile virus CPE: -0.3%; CSM14.1 death rescue: -1.9%

How did CCOc1ccc(-n2c(SCc3ccc(C#N)cc3)nnc2-c2cccnc2)cc1 do in these assays?
Salmonella PhoP GFP: -3%; Dengue-2 NS5 capping: 5%; GPR35 arrestin U2OS: -11%; RSV CPE inhibition: 1.0%; LYP phosphatase: -2%; Rac1 GTP hydrolysis: 7%; SV40 large T antigen: 1%; West Nile virus CPE: -0.4%; CSM14.1 death rescue: 5.8%

Results for COC(=O)c1ccc(CC(=O)c2ccc(O)cc2O)o1 ?
Salmonella PhoP GFP: -5%; Dengue-2 NS5 capping: 10%; GPR35 arrestin U2OS: 7%; RSV CPE inhibition: 3.2%; LYP phosphatase: 0%; Rac1 GTP hydrolysis: 15%; SV40 large T antigen: 7%; West Nile virus CPE: 0.4%; CSM14.1 death rescue: -2.1%

How did CN(Cc1ccc(F)cc1)C(=O)C(Cc1ccccc1)NC(=O)c1ccccc1 (centres undefined) do in these assays?
Salmonella PhoP GFP: -8%; Dengue-2 NS5 capping: -4%; RSV CPE inhibition: -2.1%; Rac1 GTP hydrolysis: 12%; SV40 large T antigen: 11%

Next part (2 carried over from the part before).
Results for COC(=O)c1ccc(CC(=O)c2ccc(O)cc2O)o1 ?
Salmonella PhoP GFP: -5%; Dengue-2 NS5 capping: 10%; GPR35 arrestin U2OS: 7%; RSV CPE inhibition: 3.2%; LYP phosphatase: 0%; Rac1 GTP hydrolysis: 15%; SV40 large T antigen: 7%; West Nile virus CPE: 0.4%; CSM14.1 death rescue: -2.1%

How did CN(Cc1ccc(F)cc1)C(=O)C(Cc1ccccc1)NC(=O)c1ccccc1 (centres undefined) do in these assays?
Salmonella PhoP GFP: -8%; Dengue-2 NS5 capping: -4%; RSV CPE inhibition: -2.1%; Rac1 GTP hydrolysis: 12%; SV40 large T antigen: 11%

Results for O=C(CS(=O)(=O)c1cn(Cc2ccc(F)cc2)c2ccccc12)N1CCCCC1 ?
Salmonella PhoP GFP: 9%; Dengue-2 NS5 capping: -2%; GPR35 arrestin U2OS: -8%; RSV CPE inhibition: 0.4%; LYP phosphatase: -3%; Rac1 GTP hydrolysis: 2%; SV40 large T antigen: -2%; West Nile virus CPE: -0.4%; CSM14.1 death rescue: -0.1%

How did CCOC(=O)c1c(-c2ccccc2)csc1NC(=O)CCN1CCOCC1 do in these assays?
Salmonella PhoP GFP: 10%; Dengue-2 NS5 capping: -4%; GPR35 arrestin U2OS: -8%; RSV CPE inhibition: 0.2%; LYP phosphatase: -4%; Rac1 GTP hydrolysis: 18%; SV40 large T antigen: 20%; West Nile virus CPE: 0.2%; CSM14.1 death rescue: -3.5%

How did Cc1cc(=O)oc2cc(OCC(=O)NC(Cc3c[nH]c4ccc(O)cc34)C(=O)O)c(Cl)cc12 (centres undefined) do in these assays?
Salmonella PhoP GFP: 1%; Dengue-2 NS5 capping: -2%; GPR35 arrestin U2OS: 9%; RSV CPE inhibition: 0.2%; LYP phosphatase: 2%; Rac1 GTP hydrolysis: 11%; SV40 large T antigen: inconclusive; West Nile virus CPE: 0.1%

How did CCn1c(CNc2ccc(C)cc2)nnc1SCC(=O)NCc1ccccc1 do in these assays?
Salmonella PhoP GFP: 2%; Dengue-2 NS5 capping: -8%; GPR35 arrestin U2OS: 7%; RSV CPE inhibition: -0.5%; LYP phosphatase: -6%; Rac1 GTP hydrolysis: 4%; SV40 large T antigen: 1%; West Nile virus CPE: 1.6%; CSM14.1 death rescue: -2.0%

Results for CCCC1(c2ccccc2)NC(=O)N(CC(=O)NCc2ccc(OC)cc2)C1=O (centres undefined) ?
Salmonella PhoP GFP: 8%; Dengue-2 NS5 capping: -3%; GPR35 arrestin U2OS: -4%; RSV CPE inhibition: 0.1%; LYP phosphatase: -4%; Rac1 GTP hydrolysis: 6%; SV40 large T antigen: 6%; West Nile virus CPE: 0.1%

What do the screens show for `CCOC(=O)C1(CCOc2ccccc2)CCN(Cc2ccc(O)c(OC)c2)CC1`?
Salmonella PhoP GFP: 9%; Dengue-2 NS5 capping: -10%; GPR35 arrestin U2OS: -7%; RSV CPE inhibition: -1.8%; LYP phosphatase: -5%; Rac1 GTP hydrolysis: 12%; SV40 large T antigen: 0%; West Nile virus CPE: -1.8%

Results for Cc1c(C(=O)N(CC(C)C)c2c(N)n(Cc3ccccc3)c(=O)[nH]c2=O)sc2nc3n(c(=O)c12)CCC3 ?
Salmonella PhoP GFP: -2%; Dengue-2 NS5 capping: 0%; RSV CPE inhibition: 1.9%; Rac1 GTP hydrolysis: 4%; SV40 large T antigen: 12%

Results for O=S(=O)(NCC1CCCO1)c1cccc(S(=O)(=O)N2CCCC2)c1 (centres undefined) ?
Salmonella PhoP GFP: -5%; Dengue-2 NS5 capping: 1%; GPR35 arrestin U2OS: 10%; RSV CPE inhibition: 1.8%; LYP phosphatase: -7%; Rac1 GTP hydrolysis: 11%; SV40 large T antigen: 4%; West Nile virus CPE: 0.1%; CSM14.1 death rescue: 4.0%

Results for CC(C)(C)c1cn(-c2ccccc2)c(=S)[nH]1 ?
Salmonella PhoP GFP: -3%; Dengue-2 NS5 capping: -6%; GPR35 arrestin U2OS: -8%; RSV CPE inhibition: 0.7%; LYP phosphatase: -6%; Rac1 GTP hydrolysis: 5%; SV40 large T antigen: 10%; West Nile virus CPE: -0.2%; CSM14.1 death rescue: -2.1%

What do the screens show for `CC1(C)OC(=O)N(CCc2ccccc2)C1(C)O` (centres undefined)?
Salmonella PhoP GFP: -11%; Dengue-2 NS5 capping: 2%; GPR35 arrestin U2OS: 5%; RSV CPE inhibition: -0.2%; LYP phosphatase: -13%; Rac1 GTP hydrolysis: -3%; SV40 large T antigen: 4%; West Nile virus CPE: 0.7%; CSM14.1 death rescue: -0.7%; Dengue-2 NS5 capping pilot replicate: -2.1

How did CC(=O)N1N=C(c2cccs2)CC1c1ccco1 (centres undefined) do in these assays?
Salmonella PhoP GFP: 2%; Dengue-2 NS5 capping: -9%; GPR35 arrestin U2OS: -2%; RSV CPE inhibition: 0.9%; LYP phosphatase: -6%; Rac1 GTP hydrolysis: 4%; SV40 large T antigen: 1%; West Nile virus CPE: 0.0%; CSM14.1 death rescue: 1.4%

High-throughput results from PubChem.
